SR-BI uptake up = activators of SR-BI mediated DiI-HDL uptake, primary screen, ldlA[mSR-BI] CHO cells, DiI fluorescence; 0.096% of 320,000 active; 3 h; 100 = double the neutral-control signal; activation, % at 12.5 µM; AID 504775, 2011;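 active means mean replicate activation of at least 60% and every replicate at or above 60%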;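 further: 0% = median plate neutral-control signal and 100% = twice that signal; values of inactives mirror those of a sister screen read the other way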
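Assay system: LDL receptor-deficient CHO ldlA cells overexpressing murine SR-BI / Medium: BSA-supplemented, HEPES-buffered Ham's F12, pH 7.4 / Probe or stimulus: DiI-labelled HDL at 10 µg/mL final / Timing: compound with DiI-HDL co-incubation, 3 h at 37 °C / Technique: bottom-read cell fluorescence after medium removal, ex 550/em 595 nm / Measure: HDL uptake via cellular fluorescence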
SR-BI HDL uptake = inhibitors of SR-BI mediated HDL lipid uptake, primary screen, ldlA[mSR-BI] cells, fluorescence, single point. AID 488896, 2010. inhibition, % at 12.5 µM. 0.96% of 320,000 active. Scavenger receptor class B member 1 (Mus musculus), Q61009. ldlA[mSR-BI] CHO cells, DiI-HDL uptake fluorescence, 3 h;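 active means mean replicate inhibition of at least 70% and a set share of replicates each scoring 70 or more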;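 further: 0% = median of neutral control wells and 100% = median of positive control wells; values of inactives mirror those of a sister screen read the other way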
DAGLB inh = DAGLB lipase inhibitors, primary screen, biochemical, fluorescence, HTS; Diacylglycerol lipase-beta (Homo sapiens), Q8NCG7; HEK293T DAGLB membrane lysate, EnzChek fluorogenic substrate; inhibition, % at 5.17 µM; 0.059% of 340,000 active; AID 504411, 2011; in the data active means inhibition above about 34%;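 further: 0% = enzyme with vehicle and 100% = wells lacking enzyme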
NSD2 HMT inh = NSD2 histone methyltransferase inhibitors, primary screen, biochemical, AlphaScreen, single concentration, set 2. inhibition, % at 12.5 µM. 0.54% of 310,000 active. NSD2 peptide methylation, 120 min; in the data active means inhibition above about 50%
PvdQ inh = P. aeruginosa PvdQ acylase inhibitors, primary screen, biochemical, fluorescence, plate reader and imaging, single point; purified PvdQ acylase; inhibition, % at 10 µM; 0.063% of 340,000 active; in the data active means inhibition above about 30%, passing the limit was not always enough;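 further: 0% = vehicle neutral wells and 100% = reference inhibitor wells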
C-LANA FP = inhibitors of KSHV C-LANA binding to DNA, primary screen, biochemical, fluorescence polarization, FAM-LBS DNA, MBP-C-LANA, single point; Kaposi's sarcoma herpesvirus LANA C-terminal domain (residues 932-1162) DNA binding; inhibition, % at 9 µM; 0.078% of 340,000 active;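 active means highest replicate inhibition at or above 60% at 9 µM, even if other replicates fall short; inactive means all replicates below 60% inhibition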;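 further: 0% = neutral control wells and 100% = 4 µM acridine orange control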
Keap1 Nrf2 FP = Keap1-Nrf2 protein-protein interaction inhibitors, primary screen, biochemical, fluorescence polarization, single point | Keap1 Kelch-Nrf2 peptide fluorescence polarization, 1536-well | inhibition, % at 9.4 µM | 0.15% of 340,000 active | AID 504523, 2011; in the data active means inhibition above about 12%;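 further: human Keap1 Kelch domain with fluorescein labeled Nrf2 9mer peptide probe; 0% = neutral control wells and 100% = peptide positive control; higher means more block of Keap1 binding to Nrf2 peptide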
Target sequence (Q14145 whole entry, looked up, the tested form may be a part): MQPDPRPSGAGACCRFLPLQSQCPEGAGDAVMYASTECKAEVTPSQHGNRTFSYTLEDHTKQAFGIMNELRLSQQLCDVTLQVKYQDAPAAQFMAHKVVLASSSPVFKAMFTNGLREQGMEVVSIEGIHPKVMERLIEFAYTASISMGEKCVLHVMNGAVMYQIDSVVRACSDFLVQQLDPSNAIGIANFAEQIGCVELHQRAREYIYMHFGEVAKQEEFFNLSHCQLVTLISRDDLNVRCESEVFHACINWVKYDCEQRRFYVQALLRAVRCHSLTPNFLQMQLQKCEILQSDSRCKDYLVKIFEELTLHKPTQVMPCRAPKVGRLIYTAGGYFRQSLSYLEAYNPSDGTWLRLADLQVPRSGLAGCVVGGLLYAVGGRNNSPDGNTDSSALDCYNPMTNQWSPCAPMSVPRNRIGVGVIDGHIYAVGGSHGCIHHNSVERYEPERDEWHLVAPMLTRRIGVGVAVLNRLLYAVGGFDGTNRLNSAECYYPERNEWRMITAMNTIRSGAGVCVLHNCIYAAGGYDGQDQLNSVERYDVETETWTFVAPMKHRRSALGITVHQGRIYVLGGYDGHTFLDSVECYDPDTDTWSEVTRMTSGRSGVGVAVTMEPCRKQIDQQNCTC
Arr AP2 block = inhibitors of beta-arrestin/AP2 binding, primary screen, biochemical, GPCR trafficking, flow cytometry; 0.31% of 340,000 active; FITC-arrestin peptide / GST-AP2 beads; AP2 beta2 appendage carries R879A mutation; AID 504490, 2011; inhibition, % at 10 µM;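 active means inhibition above a set limit, near 3 SD of compounds lacking own fluorescence, cut at about 54% in these data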;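 further: plate controls were DMSO wells for no effect and 5 µM unlabelled arrestin peptide for full effect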
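Assay system: GST-AP2 R879A bound to glutathione beads, E. coli-expressed; Medium: PBS with 0.05% Tween 20 and 0.1% BSA; Also added: fluorescein-tagged arrestin peptide at 50 nM final; Timing: 12 min plus 1 h, RT; Measured by: flow cytometry, FL1 (488/535 nm); Evaluation: percent drop in bead-associated FITC signal.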
PKA-R2B activ = activators of PKA-R2B holoenzyme, primary screen, biochemical, fluorescence polarization, Cy5-IP20, human; activation, % at 11.4 µM; PKA-R2B holoenzyme dissociation; R2B truncated from residue 108, S112A mutant; 0% DMSO only, 100% 113 µM cGMP; cAMP-dependent protein kinase catalytic subunit beta (Homo sapiens) + cAMP-dependent …; 0.079% of 340,000 active;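 active means activation above a cutoff set at the mean over all compounds plus 3 SD, cut at about 18% in these data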;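 further: higher means more holoenzyme dissociation and a rise in polarization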
Target sequence (P31323 whole entry, looked up, other chains not shown, the tested form may be a part): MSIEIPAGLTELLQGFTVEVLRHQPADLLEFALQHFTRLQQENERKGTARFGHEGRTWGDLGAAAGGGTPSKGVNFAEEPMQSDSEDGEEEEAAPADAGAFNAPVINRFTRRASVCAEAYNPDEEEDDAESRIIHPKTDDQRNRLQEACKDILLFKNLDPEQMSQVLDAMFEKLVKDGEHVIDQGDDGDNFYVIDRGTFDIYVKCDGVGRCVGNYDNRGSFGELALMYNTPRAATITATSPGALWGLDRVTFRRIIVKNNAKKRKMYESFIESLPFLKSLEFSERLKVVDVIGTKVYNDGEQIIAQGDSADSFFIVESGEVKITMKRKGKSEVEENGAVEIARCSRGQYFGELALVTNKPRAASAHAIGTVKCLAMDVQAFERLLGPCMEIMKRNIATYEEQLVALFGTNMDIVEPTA
RTF Ca sens inh = cardiac RTF calcium sensitivity inhibitors, primary screen, biochemical, IANBD-TnC fluorescence, EC70 calcium; IANBD-labeled cardiac RTF, Ca2+ fluorescence; inhibition, % at 7.15 µM; Troponin I, cardiac muscle (Homo sapiens) + Troponin T, cardiac muscle (Homo sapiens) + …; 0.12% of 340,000 active;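 active means inhibition above the mean inhibition of all tested compounds plus 3 SD, cut at about 17% in these data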;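 further: assay run at fixed EC70 calcium of 1.6 mM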
* = called active by the depositor; nt = not tested or not shown. The order is random; overall some 2.1% were active at least once.

SMILES	SR-BI uptake up	SR-BI HDL uptake	DAGLB inh	NSD2 HMT inh	PvdQ inh	C-LANA FP	Keap1 Nrf2 FP	Arr AP2 block	PKA-R2B activ	RTF Ca sens inh
O=C(N/C(=C/c1ccco1)C(=O)N1CCCCCC1)c1cccs1	22	-22	0	5	9	-0.9	7	-8	11	-13
O=C(CCCCC(=O)N1CCOCCOCCOCC1)OCc1ccccc1	6	-6	4	-4	-8	0.4	-2	23	6	-8
CCCC(=O)Nc1ccc(C(=O)NCC(=O)OCC)cc1	5	-5	0	-2	-3	-2.1	-4	26	2	-1
COc1cccc(C(=O)Nc2nnc(CCS(=O)(=O)c3ccc(C)cc3)s2)c1	8	-8	2	-2	-13	-0.2	-4	1	-6	0
O=P(O)(CCc1ccccc1)C(O)c1ccccc1 (stereo not drawn)	10	-10	-3	-9	5	-0.2	-2	10	-6	-1
COc1ccc(C(=O)C2CCCN(C(=O)c3cccc(Cn4cccn4)c3)C2)cc1F (stereo not drawn)	-20	20	0	0	-2	0.9	-4	1	-7	2
COc1ccc(-c2csc(NCCc3nc4cc(C(=O)NCCCO)ccc4n3Cc3ccc(C)cc3)n2)cc1	-25	25	3	nt	3	1.5	-1	4	1	2
Cc1ccc(S(=O)(=O)N(CC(=O)NCc2ccccn2)c2ccc(Cl)cc2)cc1	16	-16	-2	-2	-12	0.5	-4	3	-9	-5
C=CCn1c(SCc2c(C(=O)OC)sc(N)c2C(=O)OC)nnc1-c1ccc(Br)cc1	0	0	-5	3	11	-0.2	-3	18	-19	2
CCN1C(=S)SC(=O)C1=C1C=C(C)N(Cc2ccco2)C(C)=C1	-35	35	2	-1	-1	3.5	-2	22	-3	-6
COc1ccccc1NC(=O)N1CCCC1C(=O)NCc1ccc(F)cc1 (stereo not drawn)	-9	9	1	-13	-3	-1.7	2	26	4	-6
CCCCNC(=O)Oc1cccc(N2CCCC2=O)c1	19	-19	-1	-2	-18	-0.2	-4	7	3	-42
CCC(=NCc1ccco1)c1c(C(F)(F)F)[nH]n(-c2nc3ccccc3s2)c1=O	-14	14	6	0	2	1.4	3	-2	-7	-17
COC/C=C/C1=CC2=CC(=O)C(C)(OC(=O)c3cnc4ccccc4n3)C(=O)C2=CN1CCCCO (stereo not drawn)	14	-14	1	nt	-12	2.3	0	16	13	0
Cc1nn(CC(=O)NCCCN2CCCC2)c(=O)c2nn(-c3ccccc3)c(C)c12	11	-11	1	5	-6	0.6	-2	6	-12	19*
Cc1[nH]c(=O)[nH]c(=O)c1/C=C/C(=O)OCC(C)C	16	-16	2	-4	7	-1.4	-6	16	-13	-11
CC(=O)N1CCc2cc(S(=O)(=O)CCC(=O)N(C)Cc3ccco3)ccc21	11	-11	-2	-5	-11	-1.2	-3	-22	1	0
c1ccc(CCc2ccccc2-c2nc(-c3cccnc3)no2)cc1	-59	59	-27	1	-12	-0.3	-4	3	-2	-15
O=C(NNS(=O)(=O)c1ccc2ccccc2c1)NC1CCCCC1	8	-8	0	-2	-12	-1.1	-1	-14	1	8
Cc1cc(C)cc(NC(=O)CN2C(=O)NC(C)(c3ccccc3)C2=O)c1 (stereo not drawn)	21	-21	0	2	1	-0.7	0	26	9	-8

A run of entries taken from the entries so far, as a working copy:
SMILES	SR-BI uptake up	SR-BI HDL uptake	DAGLB inh	NSD2 HMT inh	PvdQ inh	C-LANA FP	Keap1 Nrf2 FP	Arr AP2 block	PKA-R2B activ	RTF Ca sens inh
CCCC(=O)Nc1ccc(C(=O)NCC(=O)OCC)cc1	5	-5	0	-2	-3	-2.1	-4	26	2	-1
COc1cccc(C(=O)Nc2nnc(CCS(=O)(=O)c3ccc(C)cc3)s2)c1	8	-8	2	-2	-13	-0.2	-4	1	-6	0
O=P(O)(CCc1ccccc1)C(O)c1ccccc1 (stereo not drawn)	10	-10	-3	-9	5	-0.2	-2	10	-6	-1
COc1ccc(C(=O)C2CCCN(C(=O)c3cccc(Cn4cccn4)c3)C2)cc1F (stereo not drawn)	-20	20	0	0	-2	0.9	-4	1	-7	2
COc1ccc(-c2csc(NCCc3nc4cc(C(=O)NCCCO)ccc4n3Cc3ccc(C)cc3)n2)cc1	-25	25	3	nt	3	1.5	-1	4	1	2
Cc1ccc(S(=O)(=O)N(CC(=O)NCc2ccccn2)c2ccc(Cl)cc2)cc1	16	-16	-2	-2	-12	0.5	-4	3	-9	-5
C=CCn1c(SCc2c(C(=O)OC)sc(N)c2C(=O)OC)nnc1-c1ccc(Br)cc1	0	0	-5	3	11	-0.2	-3	18	-19	2
CCN1C(=S)SC(=O)C1=C1C=C(C)N(Cc2ccco2)C(C)=C1	-35	35	2	-1	-1	3.5	-2	22	-3	-6
COc1ccccc1NC(=O)N1CCCC1C(=O)NCc1ccc(F)cc1 (stereo not drawn)	-9	9	1	-13	-3	-1.7	2	26	4	-6
CCCCNC(=O)Oc1cccc(N2CCCC2=O)c1	19	-19	-1	-2	-18	-0.2	-4	7	3	-42

Carrying on.
SMILES	SR-BI uptake up	SR-BI HDL uptake	DAGLB inh	NSD2 HMT inh	PvdQ inh	C-LANA FP	Keap1 Nrf2 FP	Arr AP2 block	PKA-R2B activ	RTF Ca sens inh
COc1ccc(C(=O)COC(=O)c2cccnc2Cl)c(OC)c1	-25	25	-1	2	-11	0.6	-1	-5	-1	-26
CCOC(=O)c1cncc(C(=O)O)c1	8	-8	-1	-2	-10	1.1	3	-8	-6	-9
Cc1nnc(OCC(=O)NCCC2=CCCCC2)c2ccccc12	14	-14	4	0	0	-2.4	5	-3	-10	-5
CCOc1ccccc1NS(=O)(=O)c1ccc2c(c1)N(C)CCO2	29	-29	-2	11	3	-0.2	-5	3	10	3
CCOC(=O)CSc1nc2cc3c(cc2cc1C#N)OCO3	-27	27	-2	-2	-12	-0.6	-5	13	0	-1
O=C1C=C(Nc2ccccc2O)c2ccccc2C1=O	9	-9	-1	94*	1	4.8	-3	-9	3	-12
CC(NC(=O)C(=O)N1CCOCC1)C(c1cccs1)N1CCN(c2ccc(F)cc2)CC1 (stereo not drawn)	-2	2	1	-3	-20	0.4	-2	8	-7	-2
Cc1ccc(NC(=O)CNC(=O)c2cccs2)cc1S(=O)(=O)Nc1ccc(Cl)cc1	-25	25	1	-1	-9	0.5	-5	-8	-16	5
Cc1ccc(N(C)S(=O)(=O)c2c(C)noc2/C=C/N(C)C)cc1	0	0	4	6	-8	0.0	-5	2	-14	4
O=C(OCc1nc2ccccc2[n+]([O-])c1C(=O)c1ccccc1)c1cccs1	-19	19	2	1	-4	2.5	-8	3	9	2
COCCn1nnnc1C(c1ccc(O)c(OC)c1)N1CCc2ccccc2C1 (stereo not drawn)	10	-10	0	-5	-15	1.6	-7	2	-4	1
CCc1c(C)nc(N)nc1Cl	20	-20	1	1	-14	1.2	-3	-20	7	0
Nc1cc(N)c(OCC(F)(F)F)cc1OCC(F)(F)F	-2	2	0	nt	5	4.1	-3	27	2	-8
CCCc1ncc(CN2CCCC(C(=O)Nc3ccc(-c4cccc(OC)c4)cc3)C2)cn1 (stereo not drawn)	-31	31	-1	4	-10	-1.5	0	24	5	-8
CCCCNC(=O)c1ccc2c(c1)N(CC)C(=O)CS2	-10	10	-4	-4	-19	-0.2	-3	-7	-10	-5
CCOc1ccc(N(CC(=O)Nc2cccnc2)S(=O)(=O)c2ccc(C)cc2)cc1	-2	2	0	0	0	0.3	3	35	8	-12
CCc1c(C2(O)CCCCC2)[nH]c2ccc(C#N)cc12	-33	33	6	nt	-26	2.4	-6	-17	-4	1
CC1=C(C(=O)OCC2CCCO2)C(c2ccc(C)cc2)C2=C(CCCC2=O)N1 (stereo not drawn)	23	-23	-1	-7	-10	-2.0	-5	-9	-2	-2
O=C(CSc1nn(-c2ccc(F)cc2)c(=S)s1)N1CCN(C(=O)c2ccco2)CC1	-69	69	2	nt	-7	1.9	-2	-7	6	-1
Cc1ccc(CC2CC(=O)N(CCc3ccc4c(c3)OCO4)C2=O)cc1 (stereo not drawn)	11	-11	-4	-6	-11	2.3	-8	1	-7	0
N/C(=N\OC(=O)C1CCCCC1)c1cccc([N+](=O)[O-])c1	-7	7	-5	nt	-7	0.1	2	5	8	-5
COCCCn1c(C)nnc1-c1cnn(-c2ccccc2)c1N	19	-19	0	-2	3	-1.1	-2	8	-1	4
C/C(=N\NC(=O)c1ccc(N/N=C(\C)c2ccc(O)cc2)cc1)c1ccc(O)cc1	nt	nt	-2	1	-10	0.3	-2	-12	4	-6
CC(C)NC(=O)C(=O)c1cn(C)c2ccccc12	5	-5	-1	3	-7	16	1	-17	0	-12
COC(=O)C1CN(S(=O)(=O)c2ccccc2)CCN1S(=O)(=O)c1ccccc1 (stereo not drawn)	-1	1	-1	-1	3	-0.7	-2	29	-1	-5
O=C(Nc1ccc(N2CCOCC2)cc1)C1CCN(C(=O)OCc2ccccc2)CC1	-18	18	2	0	-3	-0.6	-6	-14	0	-6
O=C(CCNC(=O)c1ccccc1Cl)Nc1ccc(Cl)c(C(F)(F)F)c1	0	0	2	-9	-4	0.6	-2	-8	-15	-25
N#C/C(=C\c1cccnc1)c1ccc(Br)cc1	-14	14	-2	-3	6	-0.6	-6	-4	3	-8
O=C(O)/C=C/C(=O)c1c(-c2ccccc2)[nH]c2ccccc12	-12	12	2	10	-18	4.8	-74	8	-4	-2
Cc1ccc(N2CCN(C(=O)C3CCC(=O)N(Cc4ccc(Cl)cc4)C3)CC2)c(C)c1 (stereo not drawn)	-6	6	-1	1	0	0.3	-2	20	-10	3

Bioassay records from PubChem.
